From PubChem
TGFb SMAD3 inh: inhibitors of TGF-b signaling; Potency, µM (doses to about 46.1 µM), without a hit: at the highest dose activity, negative = inhibition, usual class: inhibitors; AID 588855; HepG2 CAGA-GFP TGF-b/SMAD3 reporter, GFP fluorescence, 18 h; TGF-beta stimulated, 500 pg/mL final; 410,000 compounds, 1.2% hits; further: potency means the concentration at half of the fitted maximal effect; on the % scale 0 is the no-effect control and ±100 the full control effect; nearly all actives have a fitted effect of over 65% in size
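First, reporter cells (HEPG2 CAGA-GFP) rested 2 h at 37 degrees C. Next, compounds were pinned in and TGF-beta added to 500 pg/mL final. After 18 h, GFP was imaged per cell and summed per well.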
Nrf2 block: Nrf2 pathway inhibition; 360,000 compounds, 2.1% hits; A549 ARE-Fluc reporter, luciferase luminescence, 18-24 h; Potency, µM (top dose mostly 46 µM), without a hit: at the highest dose activity change, negative = inhibition, actives largely listed as inhibitors; further: potency means the concentration at half of the fitted maximal effect; on the % scale 0 is the no-effect control and ±100 the full control effect; nearly all actives have a fitted effect of over 60% in size
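Nrf2 function is reported as luminescence of an ARE-controlled luciferase in A549 cells. Compounds were tested at several concentrations, and a CellTiter-Fluor read on the same wells flagged cytotoxicity.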
EPAC2 agonist: EPAC2 (human) agonism | Q8WZA2 | EPAC2 activation, biochemical qHTS; response scale: 100% = 6.5 mM cAMP response | Potency, µM (doses to about 154 µM), for inactives: at the highest dose activation, most hits filed as activators | 360,000 compounds, 0.079% hits; further: potency means the concentration at half of the fitted maximal effect; nearly all actives have a fitted effect of over 50% in size
Target sequence (Q8WZA2 whole entry, looked up): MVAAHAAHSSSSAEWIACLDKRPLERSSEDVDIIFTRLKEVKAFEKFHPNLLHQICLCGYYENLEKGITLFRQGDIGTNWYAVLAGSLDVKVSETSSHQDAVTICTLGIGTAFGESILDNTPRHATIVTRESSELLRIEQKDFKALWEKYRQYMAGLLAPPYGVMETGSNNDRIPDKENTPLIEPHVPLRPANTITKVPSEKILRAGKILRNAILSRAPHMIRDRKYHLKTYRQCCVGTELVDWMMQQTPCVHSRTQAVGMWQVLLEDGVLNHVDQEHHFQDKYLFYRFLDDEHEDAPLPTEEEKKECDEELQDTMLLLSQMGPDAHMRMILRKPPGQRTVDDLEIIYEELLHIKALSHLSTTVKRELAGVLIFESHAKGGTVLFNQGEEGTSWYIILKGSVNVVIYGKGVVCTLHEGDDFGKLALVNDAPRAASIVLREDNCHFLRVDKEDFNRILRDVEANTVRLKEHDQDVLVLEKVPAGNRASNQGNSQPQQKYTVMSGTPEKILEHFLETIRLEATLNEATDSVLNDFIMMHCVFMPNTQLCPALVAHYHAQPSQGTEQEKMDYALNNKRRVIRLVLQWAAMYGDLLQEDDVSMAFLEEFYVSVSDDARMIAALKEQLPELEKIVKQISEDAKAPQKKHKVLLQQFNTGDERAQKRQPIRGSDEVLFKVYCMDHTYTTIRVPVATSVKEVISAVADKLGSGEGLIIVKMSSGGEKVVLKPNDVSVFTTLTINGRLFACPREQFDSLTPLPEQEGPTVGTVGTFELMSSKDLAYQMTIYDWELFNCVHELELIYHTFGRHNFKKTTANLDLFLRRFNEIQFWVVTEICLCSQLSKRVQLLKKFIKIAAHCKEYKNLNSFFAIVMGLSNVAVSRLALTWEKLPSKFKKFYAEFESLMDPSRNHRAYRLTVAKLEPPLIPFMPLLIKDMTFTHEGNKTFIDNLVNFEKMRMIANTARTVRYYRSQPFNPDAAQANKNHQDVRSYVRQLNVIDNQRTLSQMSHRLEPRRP
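Setup: EPAC2 100 nM, labeled Rap1B complex 250 nM, free GDP 50 uM. Compound titrations pinned in, brief spin, 5 min room temperature incubation. Kinetic fluorescence read over 30 min, normalized to 6.5 mM cAMP.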
IL2 activator: activates IL-2 in a cell-based reporter assay. IL-2 activation reporter assay, cell-based qHTS; stimulated with anti-CD3/CD4/CD28 beads; in transgenic mouse T cells. activation, % (series mostly up to about 46 µM). 360,000 compounds, 0.065% hits; in the data active means activation above about 50%; inconclusive means mostly about 30% to 49%; further: 0% is about no effect
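Quantitative HTS in unstimulated transgenic mouse T cells, with memory T cells as non-tolerant control and PMA/ionomycin as tolerance-bypass control. Compound pretreatment lasted 60 minutes before 18 h bead stimulation; EGFP/DsRed fluorescence read.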
HepG2 viability: kills HepG2 cells in TGF-b inhibitor counter-screen | HepG2 CAGA-GFP viability, ATP luminescence, 18 h | Potency, µM (top dose mostly 46.1 µM), for the others: at the highest dose activity change, negative = cytotoxicity, hits mostly cytotoxic | 410,000 compounds, 0.76% hits | AID 588856; further: potency means the concentration at half of the fitted maximal effect; some results filed as inactive show a strong effect at the top dose
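CellTiter-Glo luminescence gave cytotoxicity after 18 hours at 37 degrees C. The cells were HepG2 CAGA-GFP in 1% FBS DMEM, stimulated with 500 pg/mL TGF-beta after compound addition. %Activity was normalised to no-cell wells (complete cell-killing) and DMSO (no toxicity), and curves were fitted and classified.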
ATXN2 expr inh: ATXN2 expression inhibition. HEK-293 ATXN2-luciferase reporter, luminescence, 24 h. Potency, µM (doses to about 57 µM), without a hit: at the top dose activity change, negative = inhibition, usual class: inhibitors. 360,000 compounds, 0.72% hits. AID 1745845; further: potency means the concentration at half of the fitted maximal effect; on the % scale 0 is the no-effect control and ±100 the full control effect; nearly all actives have a fitted effect of over 55% in size
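ATXN2-luciferase reporter cells (luciferase flanked by upstream and downstream ATXN2 gene portions) were treated 24 h at 37 °C with compounds at up to 57 uM. SteadyGlo luminescence gave expression; GF-AFC fluorescence gave viability.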
A549 viability: kills or reduces viability of A549 cells in Nrf2 counter-screen. A549 ARE-Fluc cells, CellTiter-Fluor viability, 18-24 h. Potency, µM (titrated, usually from 46 µM), without a hit: at the top dose activity change, negative = cytotoxicity, most hits filed as inhibitors. 390,000 compounds, 0.16% hits; further: potency means the concentration at half of the fitted maximal effect; on the % scale 0 is the no-effect control and ±100 the full control effect
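Cytotoxicity counterscreen: CellTiter-Fluor fluorescence was measured in A549 ARE_Fluc cells after 18-24 h of compound exposure in a concentration series. The subsequent BugLite luminescent read reports ARE-luciferase activity.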
ATXN viability: reduces viability in counter-screen for ATXN expression inhibitors; AID 651635; S2 cells (HEK-293 line with an ATXN2-luciferase reporter) viability, CellTiter-Fluor protease fluorescence, 24 h; 400,000 compounds, 0.49% hits; Potency, µM (highest dose often 56.7 µM), usual class: cytotoxic; further: potency means the concentration at half of the fitted maximal effect; nearly all actives have a fitted effect of over 40% in size
Nrf2 activator: Nrf2 pathway activation; AREc32 ARE-luciferase reporter (MCF7-derived line), luminescence, 24 h; Potency, µM (doses to about 46.1 µM), inactives show at the top dose activation, most hits filed as activators; 410,000 compounds, 0.31% hits; AID 624171; further: potency means the concentration at half of the fitted maximal effect; % of control where 0% means no effect; nearly all actives have a fitted effect of over 65% in size
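For detection, Steady-Glo was added and plates sat 30 min at RT; before that, AREc32_Fluc cells grown overnight in OPTI-MEM/5% FBS had been treated with 23 nL compound for 24 hr at 37 deg C.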
Numbers without * were called inactive; i = inactive; ? = inconclusive; nt = not tested or not shown; [ ] = dose if it differs, or a comment. Unless noted, the call rests on the fitted dose curve; in most records, active means well fitted curve in the direction sought with a large enough effect; inconclusive means small, poorly fitted or top-dose-only effect, or another doubt; inactive means no such curve, though single readings can be large; an effect the other way counts as inactive or inconclusive.

SMILES	TGFb SMAD3 inh	Nrf2 block	EPAC2 agonist	IL2 activator	HepG2 viability	ATXN2 expr inh	A549 viability	ATXN viability	Nrf2 activator
CC(C)(C)P(=O)(c1ccncc1)N1CCCC1 (stereo not given)	-2.1%	-16.7%	6.2%	-1.6	-9.1%	2.2%	0.1%	i	0.3%
Cc1cc(O)c2c(c1)C(=O)C13C(=C2O)C(=O)[C@H]2[C@@H](O)[C@@H]1[C@H]1[C@H](O)[C@@H]3C(=O)C3=C(O)c4c(O)cc(C)cc4C(=O)C312 (stereo not given in full)	?	?	-16.4%	-0.9	-68.4%	4.2%	?	?	1.4%
O=c1[nH]c2ccccc2c(=O)n1-c1ccc(Cl)c(Cl)c1	1.7%	-16.5%	nt	nt	0.0%	nt	-16.6%	nt	3.8%
COc1ccc(S(=O)(=O)Cc2ccc(C(=O)N3CCC4(CC3)OCCO4)o2)cc1	-14.8%	5.6%	9.5%	0.4	-19.8%	0.9%	-4.1%	i	0.0%
Cc1cc(O)c2c(C)c(CC(=O)N3C[C@H]4C[C@@H](C3)c3cccc(=O)n3C4)c(=O)oc2c1	4.2%	6.1%	4.3%	0.4	-18.3%	-16.0%	10.5%	i	0.2%
Cc1ccc(S(=O)(=O)N(C)C[C@H]2Oc3cc(Br)ccc3S(=O)(=O)N([C@H](C)CO)C[C@@H]2C)cc1	19.9%	nt	-2.0%	-1.4	-0.3%	6.0%	nt	i	0.0%
Clc1cccc(Cl)c1CN1CCN(c2ccccc2)CC1	24.7%	1.3%	14.2%	0.7	-19.2%	5.6%	23.3%	i	0.1%
CN1CCN(c2ccc([N+](=O)[O-])cc2Cl)CC1	-10.3%	-11.7%	3.7%	-2.6	-8.4%	nt	4.9%	i	2.9%
CCC(=O)Nc1ccccc1	1.9%	5.6%	7.6%	1.5	1.8%	5.1%	-2.9%	i	-0.6%
Fc1ccc(NC2=NCCS2)cc1Cl	?	3.0%	-6.3%	-2.5	-34.8%	5.1%	7.3%	i	0.2%
COC(=O)CC1(CC(=O)OC)C(=O)NC(=O)NC1=O	-6.8%	19.8%	7.0%	-1.2	-4.0%	1.0%	8.8%	i	-0.5%
CCOP(=O)(OCC)C(CC)N1CCOCC1 (stereo not given)	21.8%	nt	4.6%	-0.2	1.7%	28.1%	5.0%	i	-0.8%
Cc1n[nH]c(C)c1CCN	-6.8%	1.2%	5.4%	0.9	0.0%	1.8%	3.1%	i	0.0%
COc1cc(CN2CCN(C(=O)Cc3ccccc3)CC2)cc(OC)c1OC	-20.0%	9.0%	6.4%	-0.1	2.9%	-23.5%	8.1%	i	0.7%
O=C(Cn1c(=O)oc2cc(S(=O)(=O)N3CCCCC3)ccc21)NCc1ccc(F)cc1	-27.1%	?	nt	nt	-16.8%	-20.6%	1.5%	i	0.3%
C[C@]12CCC3C(CC[C@H]4C[C@@H](O)CC[C@]34C)C1CC[C@@H]2N (stereo not given in full)	-0.5%	14.6%	5.5%	0.1	-21.2%	2.2%	-3.1%	i	0.2%
O=c1[nH]c2ccccc2c(=O)n1-c1ccc(Cl)cc1Cl	15.4%	-7.4%	8.0%	0.9	-29.4%	-6.0%	-8.9%	i	0.1%
CCCCC(=O)N/N=C/c1c(O)n(CCC2=CCCCC2)c(=O)[nH]c1=O	?	18.4µM*	-9.1%	1.4	-4.2%	?	-1.1%	i	-0.8%
CCOC(=O)[C@@]1(C#N)[C@@H]2C=CC(C(N)=O)=CN2[C@@H](C(N)=O)[C@@H]1c1cccc(Cl)c1	-10.7%	20.7%	-6.7%	-0.3	5.7%	-19.0%	-7.8%	i	7.2%
CCC(=O)c1ccc(OCC(=O)N2CCN(CC(=O)Nc3ccc(C)cc3)CC2)cc1	-4.1%	0.9%	5.6%	0.7	-24.4%	-1.8%	2.8%	i	0.1%

Entries of single compounds, looked up by structure. Values in the order: TGFb SMAD3 inh	Nrf2 block	EPAC2 agonist	IL2 activator	HepG2 viability	ATXN2 expr inh	A549 viability	ATXN viability	Nrf2 activator
Listed for Cc1n[nH]c(C)c1CCN → -6.8%	1.2%	5.4%	0.9	0.0%	1.8%	3.1%	i	0.0%
Listed for O=c1[nH]c2ccccc2c(=O)n1-c1ccc(Cl)cc1Cl → 15.4%	-7.4%	8.0%	0.9	-29.4%	-6.0%	-8.9%	i	0.1%

(continued)
SMILES	TGFb SMAD3 inh	Nrf2 block	EPAC2 agonist	IL2 activator	HepG2 viability	ATXN2 expr inh	A549 viability	ATXN viability	Nrf2 activator
COc1ccc(CCNC(=O)CCn2c(=O)oc3ccccc32)cc1	-2.6%	-7.5%	6.0%	1.1	-38.4%	-9.7%	1.3%	?	-0.2%
O=C1NC(=O)N(c2ccccc2)C(=O)/C1=C\c1ccccc1[N+](=O)[O-]	2.8%	1.3%	1.8%	-4.3	-8.8%	-11.0%	1.5%	i	2.7%
C[C@]12CCC3[C@@H](CC[C@H]4C[C@@H](O)CC[C@]34C)C1CCC2=O (stereo not given in full)	-0.1%	-10.2%	7.7%	-1.9	-17.8%	4.3%	10.3%	i	0.1%
CC1C(=O)OC2CCN3CC4OC4(COC(=O)C(C)(O)C1(C)O)C23 (stereo not given)	-1.9%	-8.0%	0.4%	-0.3	-3.8%	2.0%	1.0%	i	-0.6%
O=C(O)c1cccc2c1NC(C(=O)O)C1CC(Sc3ccccc3[N+](=O)[O-])C(Cl)C21 (stereo not given)	-26.1%	-4.5%	-2.2%	-2.8	-22.4%	9.1%	-8.1%	?	0.3%
CCOc1ccc(N=Cc2c(O)n(-c3cc(C)cc(C)c3)c(=O)[nH]c2=O)cc1	0.6%	-9.2%	-4.3%	-0.8	-10.8%	4.5%	0.2%	i	0.0%
O=P(CN1CCN(c2ccccc2)CC1)(N1CCCCC1)N1CCCCC1	-16.0%	-15.2%	-6.0%	1.5	-18.1%	-15.9%	-3.3%[1.84 µM]	i	-1.5%
Nc1c(Br)cc([N+](=O)[O-])cc1[N+](=O)[O-]	4.7%	-5.9%	7.4%	0.0	-4.2%	3.7%	-11.7%	i	0.8%
Cc1cc(OC(=O)CCCNC(=O)OC(C)(C)C)c2c3c(c(=O)oc2c1)CCC3	-6.3%	12.2%	-7.4%	0.6	-6.3%	nt	-15.2%	nt	-0.4%
Cc1sc2ncn(CC(=O)NCC(=O)N3CCC4(CC3)OCCO4)c(=O)c2c1C	7.6%	nt	8.2%	0.5	6.7%	-2.3%	-2.5%	i	0.0%
O/N=C1/C(=C\c2ccccc2)N2CCC1CC2	-27.4%	16.2%	-4.5%	2.5	-8.0%	0.9%	-9.6%	i	-0.8%
Cc1cc(OCC(=O)NCC(O)c2ccccc2)c2c3c(c(=O)oc2c1)CCCC3 (stereo not given)	6.6%	?	-4.8%	-0.5	2.3%	-5.6%	-20.0%	i	0.1%
O=c1[nH]c(=S)[nH]c(O)c1/C=C1\C=Nc2ccccc21	-24.1%	5.1%	6.6%	-0.5	-43.9%	?	4.5%	?	2.2%
CC(C)NCC(O)c1ccc(C2CCCC2)cc1 (stereo not given)	-2.2%	4.9%	11.8%	-4.0	-24.8%	-9.9%	-0.4%	i	2.2%
CCOC(=O)C1=C(CN2CCN(c3ccc(C)cc3C)CC2)NC(=O)NC1c1ccc(OC)cc1 (stereo not given)	-27.7%	14.6µM*	nt	nt	-10.1%	nt	-29.1%	nt	-0.5%
Cc1ccc(-n2c(O)c(C=Nc3ccc(S(=O)(=O)N(C)C)cc3)c(=O)[nH]c2=O)cc1	13.8%	17.6%	0.5%	-1.8	-0.5%	101.0%[activator]	2.3%	?	-0.3%
CC(=NCc1ccco1)c1c(O)n(-c2ccc(Cl)cc2)c(=O)[nH]c1=O	0.0%	-27.5%	3.4%	6.7	-42.8%	24.8%	1.5%	i	0.3%
C[N+]12CCC(CC1)C(C(O)(c1ccccc1)c1cccs1)C2 (stereo not given)	3.1%	3.4%	2.0%	1.1	2.3%	-8.8%	-2.0%	i	0.4%
COc1ccc(CCNC(C)CCc2ccc(OC)cc2)cc1 (stereo not given)	13.3%	-1.4%	14.3%	-0.2	-23.1%	-24.5%	18.6%	i	2.3%
CC(=O)Nc1ccc(S(=O)(=O)N(C)CCOCc2ccccc2)cc1	1.7%	nt	16.1%	-0.6	5.8%	-4.1%	1.9%	i	-0.4%
CCCCn1c(NS(=O)(=O)c2ccc(C)cc2)c(C(=O)OCC)c2nc3ccccc3nc21	-8.4%	4.3%	-8.3%	-0.3	-1.5%	5.1%	-7.6%	nt	0.3%
O=C(C[N+]12CCN(CC1)CC2)NCCc1ccc(Cl)cc1Cl	-4.0%	-2.5%	2.5%	0.0	-11.7%	-1.5%	4.3%	i	-0.4%
CCOC(=O)C(NC(=O)CC)(Nc1ccc(C(O)(C(=O)OCC)C(F)(F)F)cc1C)C(F)(F)F (stereo not given)	2.0%	17.4%	-13.7%	-2.8	-14.8%	-4.9%	-0.1%	i	2.0%
NC(=O)c1c(Br)n(C2OC(CO)C(O)C2O)c2ncnc(N)c12 (stereo not given)	1.41µM*	?	0.8%	-3.2	-18.4%	21.2µM*	?	?	0.6%
Cc1ccc2c(c1)NP(=S)(Oc1ccccc1)N2 (stereo not given)	-12.5%	?	18.9%	1.6	-3.2%	57.2%[activator]	-5.4%	i	2.0%
CCc1c(C)nc(N)nc1N1N=C1SC	3.7%	17.9%	6.3%	-2.2	-7.8%	0.5%	-7.2%	i	-0.1%

Not all compounds are listed. The share of hits here may be higher or lower than overall.
